# NadD inh: inhibitors of Staphylococcus aureus NadD; purified NadD enzyme, colorimetric absorbance read-out; inhibition, % at 20 µM; hit rate 0.78% among 360,000; in the data active = inhibition above about 26%; note: some compounds past the cut are filed as inactive
# SUMO1 PPI mod: modulators of human SUMO1-mediated protein-protein interactions; SUMO1 binding to a labelled peptide, TR-FRET, 1 h; inhibition, % at 20 µM; hit rate 0.33% among 360,000; in the data active = inhibition above about 37%
# Target sequence (P63165 whole entry, looked up): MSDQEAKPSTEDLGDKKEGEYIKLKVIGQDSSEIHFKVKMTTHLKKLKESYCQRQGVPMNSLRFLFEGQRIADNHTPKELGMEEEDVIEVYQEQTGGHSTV
# DNMT1 inh: inhibitors of human DNMT1; P26358; DNMT1 molecular beacon, Hinp1I cleavage, fluorescence; inhibition (reported as % activation of signal), % at 10 µM; hit rate 0.83% among 360,000; AID 588458; in the data active = inhibition above about 50%
# SKN-1 block: C. elegans SKN-1 inhibition; C. elegans VP596 Pgst-4::GFP/RFP ratio, acrylamide-induced, 24 h; inhibition, % at 21.8 µM; hit rate 0.49% among 360,000; AID 624304;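 active = interference check ratio from 0.5 to 1.5 plus GFP to RFP signal ratio inhibition reaching or exceeding a fixed threshold, cut at about 30% in these data, passing the limit was not always enough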; note: some compounds called inactive have numbers as strong as hits
# Scp1 inh: blocks human Scp-1 phosphatase activity | inhibition, % at 20 µM | Recombinant Scp1, phosphopeptide, malachite green phosphate absorbance | hit rate 0.88% among 340,000 | AID 493091;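 active = inhibition above about 50% at 20 µM, limit read from the data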;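 note: plate controls were DMSO wells with enzyme for no effect and wells lacking enzyme for full effect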
#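 Assay system: SCP-1 catalytic fragment, aa 76-261 | Buffer or medium: Tris acetate buffer pH 5.5 with MgCl2 and Tween-20 | Compound: One concentration, 20 µM, with 1.0% DMSO | Also added: Phospho 17-mer peptide substrate | Signal: Absorbance at 630 nm | Incubation: 45 min enzyme reaction at room temperature | Measure: % inhibition of SCP-1 phosphate liberation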
# Neddylation inh: cullin neddylation inhibition | calls only at 25 µM | hit rate 0.58% among 360,000 | P61081+Q13564 | AID 651699 | TR-FRET cullin neddylation, biochemical; in the data active = inhibition above about 36%
# CendR NRP1 mod: modulators of CendR peptide binding to human neuropilin-1. hit rate 0.85% among 360,000. FAM-RPARPAR peptide binding to NRP-1, fluorescence polarization. AID 602438. inhibition, % at 25 µM. O14786;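 active = inhibition or corrected inhibition above about 18%, plus a signal ratio from 0.5 to 1.5, limit read from the data, passing the limit was not always enough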; note: strong numbers were not always called active
# Target sequence (O14786 whole entry, looked up): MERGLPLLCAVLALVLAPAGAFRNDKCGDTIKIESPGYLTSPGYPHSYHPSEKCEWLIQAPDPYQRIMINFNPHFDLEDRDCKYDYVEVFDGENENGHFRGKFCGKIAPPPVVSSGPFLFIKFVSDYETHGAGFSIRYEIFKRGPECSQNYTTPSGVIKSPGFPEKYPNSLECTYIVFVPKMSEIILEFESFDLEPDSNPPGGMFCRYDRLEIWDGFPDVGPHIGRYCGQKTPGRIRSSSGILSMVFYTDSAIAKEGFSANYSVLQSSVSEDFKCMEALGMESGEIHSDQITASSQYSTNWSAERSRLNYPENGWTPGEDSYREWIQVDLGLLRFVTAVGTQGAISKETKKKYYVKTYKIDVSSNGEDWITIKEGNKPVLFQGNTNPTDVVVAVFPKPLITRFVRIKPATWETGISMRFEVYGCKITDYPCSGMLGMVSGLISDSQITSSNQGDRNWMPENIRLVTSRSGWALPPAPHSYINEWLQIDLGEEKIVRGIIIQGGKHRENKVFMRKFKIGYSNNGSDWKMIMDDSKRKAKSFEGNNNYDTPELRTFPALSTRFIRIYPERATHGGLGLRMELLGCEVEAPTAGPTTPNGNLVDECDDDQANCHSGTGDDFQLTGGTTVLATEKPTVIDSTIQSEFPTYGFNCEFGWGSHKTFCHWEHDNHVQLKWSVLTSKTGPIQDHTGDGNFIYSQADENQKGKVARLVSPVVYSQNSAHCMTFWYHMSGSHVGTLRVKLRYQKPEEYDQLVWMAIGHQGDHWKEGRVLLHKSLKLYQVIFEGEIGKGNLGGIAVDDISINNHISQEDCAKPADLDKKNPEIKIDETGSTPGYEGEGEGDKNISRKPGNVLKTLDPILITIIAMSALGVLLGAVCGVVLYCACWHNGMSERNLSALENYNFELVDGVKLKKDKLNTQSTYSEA
# STEP inh: blocks human striatal-enriched tyrosine phosphatase; P54829; recombinant STEP, OMFP fluorogenic substrate, fluorescence; inhibition, % at 20 µM; hit rate 0.25% among 360,000; AID 588621;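 active = inhibition at 20 µM, scaled per plate between control wells, above about 37%, limit read from the data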;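 note: 0% = DMSO with enzyme and substrate and 100% = substrate only without enzyme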
#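 Assay system: isolated STEP enzyme. Buffer or medium: pH 6.0 Bis-Tris with DTT and Tween 20. Also added: fluorogenic phosphatase substrate OMFP at 25 µM final. Dosing: 20 µM, 1% DMSO. Timing: 20 min reaction, room temperature, in the dark. Measured by: fluorescence intensity, excitation 480 nm, emission 540 nm. Evaluation: normalized % inhibition.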
# LMPTP block: blocks human LMPTP phosphatase. hit rate 0.22% among 360,000. inhibition, % at 20 µM. recombinant LMPTP-A, OMFP fluorogenic substrate, fluorescence intensity. P24666. AID 651560;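 active = compounds that cut the enzyme signal by at least half of the control window in the single-dose screen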;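 note: plate controls were DMSO wells with enzyme plus substrate for no effect and substrate without enzyme for full effect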
#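 Test system: LMPTP-A, protein tyrosine phosphatase of low molecular weight; Input: 0.625 nM enzyme; Incubation: 50 min dark incubation at room temperature; Signal: endpoint fluorescence intensity from OMFP dephosphorylation; Read-out basis: % inhibition versus control wells.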
# Tb MetRS inh: blocks T. brucei methionyl-tRNA synthetase activity; purified T. brucei MetRS, ATP depletion, Kinase-Glo luminescence; hit rate 0.4% among 360,000; AID 624268; inhibition, % at 11.9 µM;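 active = inhibition above a per-plate cutoff of the control wells' mean inhibition plus 3 SD, cut at about 5.5% in these data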;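 note: 0% = DMSO wells median and 100% = median of wells with control inhibitor compound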
#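 Dosing: 11.9 µM single point; system: parasite MetRS enzyme; technique: luminescence of leftover ATP; times: 15 min enzyme-compound preincubation, 2 h reaction, 10 min detection, 25 °C; replicates: each compound tested once; read-out basis: percent inhibition relative to median high and low control wells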
# * hit, by the source's call; i = inactive; / = no result given; & = joins results of further samples.
# Results follow in this order: NadD inh	DNMT1 inh	CendR NRP1 mod	Scp1 inh	LMPTP block	SUMO1 PPI mod	STEP inh	SKN-1 block	Neddylation inh	Tb MetRS inh
CCCCc1c(-c2ccccc2OC)ncn1C1CCCC1
  -3	/	6	/	2.6	1	/	14	i	-1.1
Cc1ccc(S(=O)(=O)N2CCOCC2)cc1NC(=O)COC(=O)CCC(=O)c1ccc(F)cc1
  -2	1	1	-12	0.0	0	-2	9	i	-0.3
CC(C)(CNC(=O)C1CCN(S(=O)(=O)c2cc([N+](=O)[O-])ccc2Cl)CC1)N1CCOCC1
  -3	-1	-7	0	-0.8	-30	0	-3	i	-0.6
COc1ccc(N(CC(=O)N2CCCC2)S(=O)(=O)c2ccc(NC(C)=O)cc2)cc1
  -6	1	22	-2	-1.1	-3	-2	-14	i	-0.8
O=C(NC1(C(F)(F)F)NC(=O)N(Cc2cccnc2)C1=O)c1ccccc1Cl (centres undefined)
  2	5	-3	-4	-1.2	3	1	-1	i	-0.4
c1ccc(COc2ncnc3c2ncn3CCCN2CCN(Cc3cccc4ccccc34)CC2)cc1
  4	-14	4	/	3.0	-4	3	-9	i	-0.6
COCC(=O)N(Cc1cc2ccccc2[nH]c1=O)c1ccc(OC)cc1
  -3	2	-1	-5	-1.0	2	2	-3	i	-1.2
CCn1nc(NS(=O)(=O)c2ccccc2)c2cc3cc(C)ccc3nc21
  3	0	-1	3	0.9	-19	0	-18	i	-0.1
O=C(c1cccc(S(=O)(=O)N2CCc3ccccc3C2)c1)N1CCN(c2ccc(O)cc2)CC1
  8	0	1	42	0.4	0	11	9	i	-1.3
COc1ccc(CNC(=O)C2CCCN(S(=O)(=O)c3c(C)noc3/C=C/N(C)C)C2)cc1 (centres undefined)
  1	-2	14	0	0.1	-2	-3	-1	i	-0.3
COC(=O)c1c(N2C(=O)CC(Sc3ccccc3C(=O)O)C2=O)sc(C)c1C (centres undefined)
  -3	4	-21	-11	0.1	6	-2	-5	i	-0.2
Cn1c(NNC(=O)c2cccc3ccccc23)cc(=O)n(C)c1=O
  4	-5	-5	-1	-1.7	-10	0	12	i	-0.7
COc1ccc(COC(=O)C2CCN(S(=O)(=O)c3ccc(F)cc3)CC2)cc1
  -7	-1	2	-5	1.0	2	2	-1	i	-0.7
COc1ccc(NC(=O)c2cc(-c3cc(C)c(C)cc3O)n[nH]2)c(OC)c1
  4	3	2	-6	-0.8	5	-2	0	i	-0.3
COc1ccc(NC(=O)c2cc(C3CCCCN3C(=O)c3cc(OC)c(C)c(OC)c3)on2)c(C)c1 (centres undefined)
  3	-1	-4	/	0.7	7	1	-25	i	-0.2

# Some entries already given with just STEP inh and Neddylation inh:
SMILES	STEP inh	Neddylation inh
CCCCc1c(-c2ccccc2OC)ncn1C1CCCC1	/	i
Cc1ccc(S(=O)(=O)N2CCOCC2)cc1NC(=O)COC(=O)CCC(=O)c1ccc(F)cc1	-2	i

# (cont.)
# Results follow in this order: NadD inh	DNMT1 inh	CendR NRP1 mod	Scp1 inh	LMPTP block	SUMO1 PPI mod	STEP inh	SKN-1 block	Neddylation inh	Tb MetRS inh
NC(=O)C(c1ccccc1)c1ccc(C(=O)c2ccccc2)cc1 (centres undefined)
  -10	0	10	-12	-0.3	2	-4	16	i	-0.6
CCOC(=O)C1=CCN(S(=O)(=O)c2ccccc2Cl)C1c1cccc(C)c1 (centres undefined)
  -4	-2	10	/	1.0	7	1	9	i	-0.9
CN(Cc1ccc(OC(F)F)cc1)C(=O)c1ccc2c(=O)n3c(nc2c1)CCC3
  1	-1	-7	-3	0.0	-6	2	7	i	-0.2
Cc1cc2c(s1)CCCCC(=O)N2
  -6	2	4	-4	-3.3	1	-2	1	i	0.1
Cc1cccc(NC(=O)CN2C(=O)N/C(=C/c3cc(C)n(-c4cccnc4)c3C)C2=O)c1
  6	24	-2	-6	1.2	-13	2	20	i	0.3
COc1ccc(OCC(=O)N/N=C2\CCCCc3ccccc32)cc1
  -2	1	0	15	-0.4	0	2	-3	i	-1.2
Cc1[nH]nc(N=CC2=C(O)CC(c3ccco3)CC2=O)c1-c1ccccc1 (centres undefined)
  -4&1	-2&-4	6&2	-12&-7	1.2&5.0	-13&2	-3&2	-8&14	i	-0.1&-1.3
Cc1cc(Sc2nnc(/N=C/N(C)C)s2)c2ccccc2n1
  -2	7	0	-15	3.8	-4	2	3	i	-0.3
O=C(c1ccccc1Cl)N(Cc1ccc(Br)cc1)N1C(=O)CCC1=O
  -5	-1	0	-16	1.6	3	1	-8	i	-0.8
COC(=O)c1ccc(C23CC4(C2)[C@H](CN(C)[C@@H]4c2ccccc2)C3c2ccccc2)cc1 (some centres undefined)
  2	21	23	3	1.5	-1	5	2	i	-0.3
Cc1cc2occ(CC(=O)Nc3nccs3)c2cc1C(C)C
  3	-3	5	-1	1.4	1	-2	-6	i	-0.9
CN(C)S(=O)(=O)c1ccc(N2CCCC2)c(C(=O)NNC(=O)COc2ccccc2Cl)c1
  -2	0	4	-4	0.3	3	2	-5	i	0.0
COc1cccc(CN2CC(C(=O)NCCCn3ccnc3C)CCC2=O)c1 (centres undefined)
  -2	3	-1	-4	0.9	7	-3	-4	i	-0.1
COc1ccc(-c2noc(CNS(=O)(=O)c3ccccc3)n2)cc1
  -1	1	5	-8	-0.6	3	-1	6	i	0.5
Cc1ccc2ccc(S(=O)(=O)NCc3ccco3)cc2c1
  4	-2	-4	-5	1.2	-3	3	-7	i	-0.9
CCN(CC)C(=O)C1=C(C)N(CCCOC)C(=O)C(CC(=O)NC2CC2)C1 (centres undefined)
  6	1	-7	/	-0.6	5	-2	8	i	-1.0
CCc1ccc(NC(=O)Cn2nnc(C(=O)NCc3ccc4c(c3)OCO4)c2N)cc1
  -5	41	-4	-4	2.6	5	2	7	i	-0.4
COc1ccc(Cl)cc1C(=O)Nc1ccc(NC(=O)c2ccco2)cc1
  3	1	-3	-2	-1.3	1	1	6	/	1.0
Fc1ccc(-c2nnc3ccc(N4CCCC4)nn23)cc1
  -3	0	2	-12	0.2	0	-2	-19	i	-0.3
CCN(CC)CCN1C(=O)C(=O)/C(=C(/O)c2c(C)[nH]c(C(=O)OC)c2C)C1c1cccnc1 (centres undefined)
  5	-2	3	5	-1.2	-2	-4	0	i	0.2
O=C(NCc1ccccn1)c1ccc(=O)oc1
  3	4	8	7	-0.2	1	-3	-13	i	-1.5
FC(F)(F)c1cccc(NC(=S)Nc2ccc(Cl)c(Cl)c2)c1
  1	1	-12	-1	-0.8	11	9	14	i	-0.7
Cc1ccc(C)c(N(C(=O)c2ccco2)C(C(=O)NC2CCCC2)c2ccco2)c1 (centres undefined)
  -10	2	2	2	1.3	0	-2	-8	i	-0.8
COc1ccc(/C=N/NC2=NS(=O)(=O)c3ccccc32)cc1OC(C)=O
  -9	-4	10	-19	-0.7	-7	-2	-6	i	-0.7
CCN(CC)C(=O)c1csc([C@@H]2O[C@H](CO)[C@H](O)[C@H](O)[C@H]2O)n1
  -1	3	-8	/	-1.3	-3	2	-1	i	0.1
CCOc1ccccc1N1CCN(C(=O)[C@@H]2CCCN2C2=NS(=O)(=O)c3ccccc32)CC1
  1	-2	5	-8	-3.8	7	0	6	i	-0.1
COCc1c(C(=O)N/N=C/c2c[nH]c3ccccc23)nnn1-c1nonc1N
  9	-6	-2	9	3.3	-5	2	13	i	-0.1
Cc1ccc(C)c(S(=O)(=O)N/N=C/c2ccc(F)cc2)c1
  3	-3	-2	-2	0.6	-2	0	-16	i	-0.5
C(#Cc1c(-c2ccsc2)sc2ccccc12)c1ccsc1
  0	3	-3	-11	-1.1	0	4	0	i	-0.4
Cc1ccc(S(=O)(=O)N2CCOCC2)cc1C(=O)N1CCC(Cc2ccccc2)CC1
  -2	0	3	-5	-0.5	-3	-2	15	i	0.3
CCc1cccc(CC)c1-n1c(SCn2nnc3ccccc3c2=O)nnc1-c1cccnc1
  2	2	4	3	1.1	-9	0	-4	i	-1.6
O=C1/C(=C\c2ccccc2)CN(C(=O)CCN2CCCCC2)C/C1=C/c1ccccc1
  3	26	1	-2	0.5	-32	0	-18	i	-0.3
O=C(CSc1nccn1-c1cccc(Cl)c1)NC1CCCC1
  2	1	2	-9	-1.7	-2	0	13	i	-1.4
COc1ccccc1CN1CCNC(=O)C1CC(=O)N(C)Cc1ccon1 (centres undefined)
  1	-3	4	3	-1.4	2	-3	-4	i	0.0
CC1CCN(c2ccc3nnc(CCC(=O)NCCCOC(C)C)n3n2)CC1
  -4	1	2	-5	-0.4	4	1	2	i	-0.4
Cc1ccc(C)c(NC(=O)CCC(=O)N/N=C2/CC(=O)CC(C)(C)C2)c1
  -6	-5	8	-3	0.3	-1	-1	-3	i	-0.8
COC(=O)c1cc(S(=O)(=O)NCCc2ccc(SC)cc2)c[nH]1
  -8	0	8	-8	-0.9	3	-2	24	i	-0.2
N/C(=N\c1nc2c(c(=O)[nH]1)CCC2)Nc1ccccc1
  3	-1	7	-2	-0.9	0	-4	2	i	-0.6
NS(=O)(=O)c1cccnc1Nc1ccc(Cl)c(Cl)c1
  5	-4	0	-6	1.4	-5	-1	11	i	-0.8
COc1ccc(C(=O)NCC(=O)OCC(=O)c2ccccc2Br)cc1OC
  3	-1	4	/	-1.2	4	0	24	i	-0.2
Cc1cc(=O)oc2cc(OCC(=O)N3CCCC(C)C3)ccc12 (centres undefined)
  2	0	-7	6	-1.1	-2	8	15	i	-0.2
CC(=O)c1cccc(NC(=O)N2CCC(C(=O)c3ccc(F)cc3)CC2)c1
  -8	0	4	1	0.2	3	-2	4	i	0.0
COc1ccc(C(=O)CCS(=O)(=O)c2ccc(C)cc2)cc1OC
  -1	2	10	-10	-1.1	-3	-3	4	i	-0.4
C[N+]1(CC(=O)OCCCc2ccccc2)CCOCC1
  5	2	-7	100*	-2.2	-1	-5	-16	i	-0.9
COc1ccc(/C=C(\NC(=O)c2cccs2)C(=O)Nc2ccccc2C)cc1OC
  4	1	-7	-7	-1.8	1	-1	11	i	-0.6
O=C(C[C@H]1C=C[C@@H](NC(=O)c2ccncc2)[C@@H](CO)O1)NCC1CC1
  /	/	16	/	-2.4	2	/	3	i	-0.5
Cc1ccc(NC(=S)Nc2nc(CC(=O)Nc3ccccc3)cs2)cc1
  14	4	-3	-6	-0.7	-22	-4	19	i	0.6

# Not a hit list; 4.6% or so of the library scored in one or more.
